# Screens (PubChem)
# mIAP act = mouse IAP activation; AID 2805; activation factor at 10 µM; hit rate 0.24% among 330,000; muIAP, CDP-Star luminescence, 30 min; active compounds read high; 1 = vehicle-only enzyme signal, 0 = enzyme-free wells;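 active = activation factor of at least 2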; note: the source names both 10 and 20 µM as test concentration; values of inactives mirror those of a sister screen read the other way
#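 System: Mouse IAP enzyme | Also added: CDP-Star substrate | Dosing: Compounds dispensed in DMSO | Schedule: 30 min enzyme-substrate-compound incubation at room temperature | Technique: Chemiluminescence readout | Control set: DMSO-only wells and no-enzyme negative control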
# APOBEC3G inh = inhibitors of human APOBEC3G DNA deaminase | hit rate 0.28% among 330,000 | recombinant A3G, ssDNA deamination FAM/TAMRA fluorescence | inhibition, % at 20 µM;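 active = inhibition of at least 40% at 20 µM, with no more than 30% in the related APOBEC3A deaminase screen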;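 note: plate controls were DMSO wells with A3G for no effect and wells lacking A3G enzyme for full effect; some compounds called inactive have numbers as strong as hits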
# A3A deaminase = human APOBEC3A DNA deaminase inhibition | recombinant A3A, FAM/TAMRA ssDNA deamination fluorescence | inhibition, % at 20 µM | hit rate 0.41% among 330,000;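 active = at least 40% inhibition at 20 µM here, with at most 30% in a related deaminase screen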;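 note: plate controls were A3A with DMSO for no effect and wells lacking A3A enzyme for full effect; some results filed as inactive read as strong as hits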
# hIAP activ = increases human intestinal alkaline phosphatase activity | P09923 | purified human IAP, CDP-Star luminescence, 30 min; active compounds read high; 1 = vehicle-only enzyme, 0 = enzyme-free background | activation factor at 10 µM | hit rate 0.16% among 330,000;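 active = activation factor of the enzyme at least 2-fold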; note: the source names both 10 and 20 µM as test concentration; values of inactives mirror those of a sister screen read the other way
# Target sequence (P09923 whole entry, looked up): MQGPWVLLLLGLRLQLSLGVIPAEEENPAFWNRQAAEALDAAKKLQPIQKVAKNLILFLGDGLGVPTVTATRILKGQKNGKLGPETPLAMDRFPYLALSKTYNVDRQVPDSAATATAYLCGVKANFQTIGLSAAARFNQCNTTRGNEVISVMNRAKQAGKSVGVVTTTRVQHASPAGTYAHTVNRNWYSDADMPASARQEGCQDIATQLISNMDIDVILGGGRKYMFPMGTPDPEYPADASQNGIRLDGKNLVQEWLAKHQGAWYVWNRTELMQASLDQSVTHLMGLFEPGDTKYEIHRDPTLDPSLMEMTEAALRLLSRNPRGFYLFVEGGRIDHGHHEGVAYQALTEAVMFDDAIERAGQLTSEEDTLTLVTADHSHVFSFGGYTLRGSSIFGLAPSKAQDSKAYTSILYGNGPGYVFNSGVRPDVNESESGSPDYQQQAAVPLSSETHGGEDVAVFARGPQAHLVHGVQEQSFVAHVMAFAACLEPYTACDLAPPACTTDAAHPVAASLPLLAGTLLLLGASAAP
# ATG4B inhibitor = inhibitors of human ATG4B cysteine protease; Q9Y4P1; ATG4B cleavage of LC3-PLA2, NBD-HPC fluorescence, 1 h; inhibition, % at 8.33 µM; hit rate 0.51% among 340,000; in the data active = inhibition above about 40%
# Target sequence (Q9Y4P1 whole entry, looked up): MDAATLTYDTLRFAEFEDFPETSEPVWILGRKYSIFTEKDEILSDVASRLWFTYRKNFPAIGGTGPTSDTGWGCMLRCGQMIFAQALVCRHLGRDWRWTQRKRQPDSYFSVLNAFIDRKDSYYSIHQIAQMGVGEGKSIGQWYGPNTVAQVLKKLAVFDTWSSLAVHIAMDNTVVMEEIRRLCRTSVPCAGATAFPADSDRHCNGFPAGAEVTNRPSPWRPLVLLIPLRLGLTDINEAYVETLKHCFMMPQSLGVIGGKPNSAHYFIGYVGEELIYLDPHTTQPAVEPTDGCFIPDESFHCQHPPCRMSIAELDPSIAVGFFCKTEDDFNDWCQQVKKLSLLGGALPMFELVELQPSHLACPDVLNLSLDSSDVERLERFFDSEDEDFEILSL
# hIAP inh = human IAP inhibition | P09923 | purified IAP, CDP-Star luminescence, 30 min | inhibition, % at 10 µM | hit rate 0.12% among 330,000 | AID 2544;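 active = inhibition reaching a set limit with compound at 10 µM in the primary screen, cut at about 35% in these data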;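 note: plate controls were DMSO wells with enzyme for no effect and no-enzyme buffer wells for full effect; values of inactives mirror those of a sister screen read the other way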
# MPTP block = blocks calcium-induced mitochondrial swelling | isolated mouse mitochondria, Ca2+ swelling absorbance, 30 min | inhibition, % at 10 µM | hit rate 1.4% among 360,000 | AID 602449;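 active = inhibition of 50% or more, scaled per plate between neutral and stimulator controls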;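 note: 0% = DMSO wells given calcium and 100% = 1 mM EGTA wells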
# beta cell repl = induces beta-cell replication in MIN6 cells; MIN6 cells proliferation, ATPlite luminescence, 48 h; cells starved in 0.2% serum; 100% = growth in 10% serum; proliferation, % at 10 µM; hit rate 0.29% among 330,000; AID 2380;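 active = compounds whose signal lies at least 3.5 SD above the mean of all wells on their plate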;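 note: 0% = DMSO-treated cells in low-serum medium and 100% = 10% serum control; some compounds called inactive have numbers as strong as hits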
# mIAP block = blocks mouse intestinal alkaline phosphatase; inhibition, % at 10 µM; hit rate 0.2% among 330,000; purified mouse IAP, CDP-Star luminescence, 30 min; AID 2806;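 active = inhibition of at least 40% at 10 µM in the primary screen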;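 note: plate controls were DMSO with enzyme for no effect and no enzyme wells for full effect; values of inactives mirror those of a sister screen read the other way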
# * marks the source's active call; other numbers are inactive results; . = not tested or not shown. Outcome played no part in choosing rows; about 3.3% have a hit in one of these screens.
Molecule	A3A deaminase	hIAP activ	hIAP inh	beta cell repl	mIAP block	APOBEC3G inh	MPTP block	ATG4B inhibitor	mIAP act
CC1=C(C#N)c2nc(N)c(C#N)c(C)c2/C1=C\c1ccc(OCC(=O)O)c(Cl)c1	3.4	0.956	4.4	-5.0	27.4	-6.6	4.0	5.3	0.726
COc1cc(-c2cc[n+](C)cc2)ccc1O	5.4	1.06	-6.3	-0.6	7.3	-3.7	0.4	-3.5	0.927
Cc1cccc(NS(=O)(=O)c2c(C)[nH]c(C)c2C(=O)N2CCCC2)c1	0.2	0.944	5.6	0.7	-1.9	-3.3	-1.6	0.7	1.02
COc1ccc(OCC(O)CN2CCOCC2)cc1 (configuration not stated)	-6.7	0.659	34.1	-4.1	8.2	-6.8	0.1	-7.1	0.918
Cc1ccc(NC(=O)c2ccc(C(C)(C)C)cc2)cc1-n1cnnn1	-3.5	0.964	3.6	-1.6	-18.4	-7.4	1.6	-9.6	1.18
CC(C)(C)OC(=O)NCc1ccc(CNC(=O)c2nc[nH]c2C(=O)N2CCN(c3ccccc3)CC2)cc1	-1.1	1.26	-25.6	-1.0	0.2	-11.5	0.5	2.8	0.998
COc1ccc(/C=C/c2cc(C(F)(F)F)[nH]c(=O)n2)cc1OC	-3.7	1.07	-7.0	-3.2	3.8	-5.8	-0.9	1.1	0.962
CCn1c(NCc2ccccn2)nc2ccccc21	-4.5	0.976	2.4	-2.2	-2.2	-3.7	0.5	-8.4	1.02
C/C=C/C(=O)Nc1cccc(C2=NOC3(C2)C[C@H](C(N)=O)N(C(=O)/C=C/C)C3)c1 (some centres not stated)	-1.8	1.02	-2.4	-0.6	-1.5	-2.1	-2.1	-14.3	1.01
COc1cc(NC(=O)Cn2c(C)cc3ccccc3c2=O)cc(OC)c1OC	-0.2	1.11	-11.1	0.9	6.7	-1.8	-0.3	-1.2	0.933
CN1CCN(C(=O)c2cc3c(s2)-c2ccccc2S(=O)(=O)C3)CC1	0.8	0.983	1.7	1.1	-0.1	4.3	-0.8	-9.2	1
Cc1ccc(S(=O)(=O)CCC(=O)Nc2ccc3nc(C)sc3c2)cc1	1.7	0.966	3.4	-4.0	-4.1	-3.3	2.0	-12.0	1.04
Cc1ccc(NS(=O)(=O)c2ccc(NC(=O)c3ccc(-c4ccccc4)cc3)cc2)c(C)c1	-1.7	0.981	1.9	-2.6	-4.3	1.3	-0.5	5.2	1.04
CN(C)S(=O)(=O)c1ccc(C(=O)Nc2nc(-c3cc4ccccc4o3)cs2)cc1	0.7	0.9	10.0	-6.3	8.5	-1.4	84.6*	-6.7	0.915
COCc1c(C#N)c(NCc2cc(OC)c(OC)c(OC)c2)nc(C)c1[N+](=O)[O-]	-3.4	0.948	5.2	-1.9	-0.7	-7.4	75.4*	-5.8	1.01
O=C(CCS(=O)(=O)c1ccccc1)OCc1ccc([N+](=O)[O-])cc1	-2.6	1	0.0	-2.2	2.3	-5.0	0.2	4.3	0.977
CCOC(=O)CSc1[nH]c(=O)cc(C)c1C#N	-2.6	0.906	9.4	-0.7	10.0	-4.6	-0.1	-8.1	0.9
COc1ccccc1[C@H]1C(c2cccc(Cl)c2)=NN(c2ccccc2)[C@@H]1CO	5.8	.	.	.	-71.2	3.1	0.3	6.6	1.71
CCn1c(N2CCN(S(=O)(=O)CC)CC2)nc2ccccc21	-1.1	1.04	-3.7	-1.5	-3.1	-2.9	5.6	-1.9	1.03
Cc1ccc(C(=O)N2CCc3ccccc3C2)cc1S(=O)(=O)N1CCOCC1	-1.4	0.964	3.6	3.1	0.5	1.3	0.7	-7.3	0.995
CC(C)Cn1c(N)c(C(=O)COC(=O)c2cccc(Cl)c2)c(=O)n(C)c1=O	-2.5	0.921	7.9	1.0	11.2	-11.7	-1.1	-5.6	0.888
CCC(CO)n1cnnc1-c1ccncc1 (configuration not stated)	-4.8	1.23	-22.8	0.3	-5.3	-3.3	-1.0	-8.3	1.05
COc1ccc(/C=C2\SC(=S)N(CC3CCCO3)C2=O)cc1 (configuration not stated)	1.8	0.96	4.0	-1.3	7.8	-2.5	1.4	3.7	0.922
Cc1cc(C)n2nc(-c3cccc(Br)c3)cc2n1	-6.9	0.811	18.9	-3.6	7.1	-13.4	0.5	-2.5	0.929
CCc1cc(C(=O)N2CCCC(C(=O)c3cccc4ccccc34)C2)n(C)n1 (configuration not stated)	-1.9	0.981	1.9	-1.2	-5.5	-7.8	0.2	-3.6	1.05

Molecule	A3A deaminase	hIAP activ	hIAP inh	beta cell repl	mIAP block	APOBEC3G inh	MPTP block	ATG4B inhibitor	mIAP act
COc1ccccc1N(CC(=O)NC1CCCCC1)S(=O)(=O)c1ccccc1	-5.0	0.831	16.9	5.0	6.6	-5.8	-2.6	-2.2	0.934
Cc1ccc2c(c1)C1CN(C)CCC1N2C(=O)COc1ccc(N(C)S(=O)(=O)c2cccs2)cc1 (configuration not stated)	4.3	1.02	-2.1	-5.0	0.3	-2.8	-0.7	-11.0	0.997
CCOc1ccc(N(CC(=O)NC2CCCCC2)C(=O)CCC(=O)Nc2nccs2)cc1	-0.7	1.1	-10.1	-1.8	-0.4	-1.3	0.2	-2.1	1
Cc1ccc(CSc2nnc(-c3ccco3)o2)cc1	-0.2	0.925	7.5	0.2	1.8	-2.5	4.4	2.6	0.982
CCOC(=O)N1CCN(C(=O)Nc2sc3nc4n(c(=O)c3c2C)CCC(C)CC4)CC1 (configuration not stated)	-2.8	1.13	-12.6	-1.8	-1.7	-3.3	0.7	-0.3	1.02
Cc1cc(C(=O)Nc2ccc(N3CCCCC3)cc2)no1	-4.0	1.02	-1.8	-3.0	-3.0	-9.3	2.0	-5.2	1.03
O=C(CSc1nnnn1-c1ccc(Cl)cc1)NC(=O)Nc1ccc2c(c1)OCCO2	0.8	0.891	10.9	-3.8	2.6	-2.9	6.9	-10.5	0.974
COC(=O)C1C/C(=N/NS(=O)(=O)c2ccc(C)cc2)CS1 (configuration not stated)	-3.6	0.749	25.1	8.5	0.0	-6.5	0.2	-10.1	1
COc1ccc(N2CCN(Cc3nc4c(c(=O)n(C)c(=O)n4C)n3CC(C)=O)CC2)cc1	1.1	0.947	5.3	-0.2	2.9	1.0	3.7	-4.2	0.971
O=C(/C=C/c1ccc(NC(=O)c2ccccc2-c2ccccc2C(=O)O)cc1)c1ccccc1	-5.3	1.08	-8.4	-4.9	-1.9	-5.7	0.7	17.5	1.02
O=C(CSc1nnc(CN2CCOCC2)n1-c1ccccc1)N1CCc2ccccc21	-0.9	0.911	8.9	3.0	-0.7	-0.5	0.9	-12.9	1.01
CC(C)c1ccc(/C=N/NC(=O)C2CCCC2)cc1	-0.5	1.02	-1.7	0.6	4.5	-4.6	1.1	-5.0	0.955
CCOC(=O)c1ccc2c(c1)N(CC(=O)N1CCCCC1)C(=O)C(C)(C)O2	0.7	1.09	-8.8	2.2	1.0	-1.5	2.9	-14.7	0.99
CC(C)Cn1c(SCC(=O)N(C)c2c(N)n(Cc3ccccc3)c(=O)[nH]c2=O)nc2ccccc21	-2.8	1.15	-15.3	0.7	2.3	-9.9	0.3	-7.5	0.977
O=C(CSc1nnc(COc2ccc(Cl)cc2)o1)NC1CC2CCC1C2 (configuration not stated)	4.3	0.949	5.1	-2.7	-6.7	-4.0	1.2	1.3	1.07
CCOC(=O)c1c(NC(=O)C2C3CCC(O3)C2C(=O)O)sc2c1CCCC2 (configuration not stated)	1.2	0.963	3.7	2.1	-3.1	-0.8	0.8	-4.7	1.03
Cc1ccc(NC(=O)CSc2sc3c(O)cc(=O)[nH]c3c2C#N)cc1C	1.3	0.964	3.6	-0.2	9.9	-3.5	-0.4	-3.6	0.901
O=C(N/N=C/C1=C(N2CCOCC2)C(=C\c2ccccc2)/CC1)Nc1ccccc1	0.2	0.932	6.8	0.0	7.7	-5.8	-0.1	5.0	0.923
CC(C)NC(=O)CCS(=O)(=O)c1cccc2nonc12	-3.6	1.05	-4.6	0.4	2.5	-3.9	0.1	-4.3	0.975
Cc1cc(O)c(C2=Nc3ccccc3SC(c3ccc(Cl)cc3)C2)c(=O)o1 (configuration not stated)	-2.2	0.903	9.7	0.0	7.7	-7.1	-2.1	-1.0	0.923
CCCCN(C)CCCNC(=O)C1CCC(CNS(=O)(=O)c2c(C)cc(C)cc2C)CC1 (configuration not stated)	-3.3	1.19	-19.2	-2.5	-12.5	-5.1	1.2	-0.5	1.12
CCOc1ccc2c3c(c(=O)oc2c1OCC)CCCC3	6.7	1.25	-25.3	0.0	4.7	-8.6	1.5	20.3	0.953
O=C(Nc1ccc(Cl)cc1C(=O)NCc1cccnc1)c1ccc(Cl)cc1Cl	-0.4	0.869	13.1	-1.0	1.4	-0.3	1.1	-15.4	0.986
Cc1cc(=O)oc2cc(OCC(=O)Nc3c(C)n(C)n(-c4ccccc4)c3=O)c(Cl)cc12	-2.4	0.896	10.4	6.3	3.4	-9.1	-2.2	-10.1	0.966
Cc1cccc(C)c1NC(=S)Nc1c(C)n(C)n(-c2ccccc2)c1=O	1.7	0.887	11.3	-0.1	0.1	-0.4	-1.5	4.3	0.999

Molecule	A3A deaminase	hIAP activ	hIAP inh	beta cell repl	mIAP block	APOBEC3G inh	MPTP block	ATG4B inhibitor	mIAP act
COc1cc(NC(=O)COc2ccc(-n3cnnn3)cc2)cc(OC)c1OC	-4.8	1.08	-8.1	-0.4	-3.3	-7.6	0.9	-1.7	1.03
COc1ccc(C2C(C(=O)c3ccccc3)=C(C)Nc3nc4ccccc4n32)c(OC)c1 (configuration not stated)	-2.0	1.06	-6.4	2.5	4.5	-5.8	1.5	-3.1	0.955
CCOC(=O)c1sc(SC)nc1N	-3.7	1.04	-3.7	-0.4	-5.1	-5.7	-2.4	-7.6	1.05
CC(=O)c1cccc(NC(=O)N2CCCC2C(=O)NC2CCCCC2)c1 (configuration not stated)	-2.4	0.904	9.6	-0.1	-8.7	-2.7	-1.2	-2.6	1.09
CCOC(=O)c1cc2sc(C)cc2n1CCCN1C(=O)c2ccccc2C1=O	-4.2	0.871	12.8	-2.8	5.2	-8.6	0.8	11.1	0.948
O=C(NCCC1=CCCCC1)c1cc(S(=O)(=O)N2CCOCC2)ccc1F	1.4	0.956	4.4	2.4	-1.8	-4.3	0.5	-3.7	1.02
CCN(Cc1ccccc1)C(=O)Cn1c(=O)n(CCC(=O)N2CCCCC2)c(=O)c2sccc21	-1.8	0.92	8.0	1.8	6.1	-5.9	-2.1	-1.4	0.939
CN(CCCNC(=O)CCC(=O)N1CCOc2ccccc21)Cc1ccccc1	0.3	0.921	7.9	1.0	-13.3	-5.0	-1.8	-6.7	1.13
CC(=O)Nc1cc2ccccc2oc1=O	-3.3	1.15	-15.2	2.6	5.3	-5.4	1.9	-8.0	0.947
CCn1cc(Br)c(-c2nc3ccccc3c(=O)n2N)n1	-3.4	0.974	2.6	1.7	3.7	-5.3	0.3	10.8	0.963
O=C1c2ccccc2S(=O)(=O)c2cc(C(=O)N3CCC(O)CC3)ccc21	0.3	1.06	-6.3	-1.8	-3.5	-8.2	-0.6	5.2	1.03
CCOc1ccc(-c2nnn(CC(=O)NCc3ccc(OC)cc3)n2)cc1OCC	-4.2	1.18	-18.4	-0.1	-8.5	-6.9	-1.0	-4.5	1.08
Cc1cc(=O)[nH]c(N/N=C/c2sccc2C)n1	0.9	1.11	-10.9	1.2	12.2	-3.2	-0.3	-7.2	0.878
